Assay outcomes: PubChem BioAssay, several laboratories
PMI activator – activators of human phosphomannose isomerase. P34949. purified human PMI, coupled resazurin fluorescence, 20 min; hits give high values; 1 = vehicle control, 0 substrate-free wells. activation factor at 20 µM. 190,000 compounds, 0.005% hits. AID 1214;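 active = activation factor of 2 or more at 20 µM, relative to plate controls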
FLuc act counter – firefly luciferase counter-screen for stimulation assays. ATPlite luciferase biochemical, luminescence, 10 min; 0 = ATP-free wells, 1 = DMSO control. P08659. activation factor at 10 µM. 200,000 tested, under 10 active;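 active = luciferase activation factor, scaled between plate controls, of at least 2 with compound at 10 µM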
Target sequence (P08659 whole entry, looked up): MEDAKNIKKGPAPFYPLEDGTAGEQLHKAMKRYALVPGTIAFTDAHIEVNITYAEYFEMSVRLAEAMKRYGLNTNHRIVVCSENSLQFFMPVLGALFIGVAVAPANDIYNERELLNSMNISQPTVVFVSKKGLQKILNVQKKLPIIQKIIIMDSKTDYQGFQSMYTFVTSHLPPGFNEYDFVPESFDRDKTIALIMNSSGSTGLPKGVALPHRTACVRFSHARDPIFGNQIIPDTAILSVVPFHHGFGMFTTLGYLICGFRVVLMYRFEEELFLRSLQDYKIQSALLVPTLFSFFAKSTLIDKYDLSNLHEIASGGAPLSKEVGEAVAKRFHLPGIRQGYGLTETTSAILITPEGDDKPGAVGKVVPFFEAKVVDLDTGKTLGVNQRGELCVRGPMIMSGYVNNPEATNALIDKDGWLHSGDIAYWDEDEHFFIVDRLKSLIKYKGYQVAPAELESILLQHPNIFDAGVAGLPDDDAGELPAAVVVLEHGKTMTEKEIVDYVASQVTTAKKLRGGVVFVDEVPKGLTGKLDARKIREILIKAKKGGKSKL
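assay system = Luciferase/luciferin detection reagent, cell-free biochemical luciferase assay | also added = ATP substrate | times = 10 min post-reagent at room temperature | measured by = luminescence from luciferase reaction | measure = luciferase activation, seen as luminescence increase over controls | benchmarks = low control with PBS replacing ATP, high control enzyme plus ATP without compound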
FLuc inhib CS – inhibits firefly luciferase, flagging false hits in luciferase inhibition screens. ATPLite firefly luciferase biochemical luminescence, 10 min. inhibition, % at 10 µM. 200,000 compounds, 1.5% hits. AID 1006;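 active = inhibition above about 50% when tested at 10 µM, limit read from the data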
TNAP inh noacc – TNAP (human) inhibition, acceptor-free conditions; P05186; purified TNAP, CDP-star luminescence, 30 min; inhibition, % at 20 µM; 200,000 compounds, 0.26% hits; AID 1012;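 active = tissue-nonspecific alkaline phosphatase inhibition above about 50% at 20 µM in the single-dose screen, limit read from the data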;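 also: 0% = DMSO negative control and 100% = EDTA positive control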
Target sequence (P05186 whole entry, looked up): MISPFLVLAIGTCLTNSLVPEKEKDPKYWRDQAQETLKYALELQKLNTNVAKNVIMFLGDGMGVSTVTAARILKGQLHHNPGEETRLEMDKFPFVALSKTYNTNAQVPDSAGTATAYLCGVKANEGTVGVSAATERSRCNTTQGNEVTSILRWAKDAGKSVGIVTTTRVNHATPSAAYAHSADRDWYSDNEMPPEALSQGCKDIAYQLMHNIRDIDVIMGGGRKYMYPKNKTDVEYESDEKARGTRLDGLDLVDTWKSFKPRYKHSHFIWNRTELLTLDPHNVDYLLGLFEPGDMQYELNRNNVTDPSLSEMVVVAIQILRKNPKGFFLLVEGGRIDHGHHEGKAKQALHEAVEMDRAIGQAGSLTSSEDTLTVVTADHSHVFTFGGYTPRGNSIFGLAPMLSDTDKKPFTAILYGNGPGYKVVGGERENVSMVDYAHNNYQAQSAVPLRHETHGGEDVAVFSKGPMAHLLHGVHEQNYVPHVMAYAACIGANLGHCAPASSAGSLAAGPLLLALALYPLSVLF
APP 5'UTR act – activates APP 5'UTR luciferase reporter. SH-SY5Y APP 5'UTR luciferase reporter, luminescence; zero percent = DMSO vehicle wells. 190,000 compounds, 1% hits. activation, % at 2 µM. AID 1276;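 active = activation above a set limit, based on mean plus 3 SD of controls, cut at about 140% in these data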; also: values of inactives mirror those of a sister screen read the other way
bIAP activator – increases bovine intestinal alkaline phosphatase activity. 200,000 compounds, 0.17% hits. activation factor at 20 µM. purified bovine IAP, CDP-star luminescence, 30 min; hits give high values; fold of DMSO-control signal, blank-subtracted. AID 1016;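 active = activation factor of 2 or more at 20 µM, a signal rise over negative controls twice the positive control's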
PMI act hi M6P – increases human PMI activity with near-saturating mannose 6-phosphate | 190,000 compounds, 0.34% hits | coupled PMI enzyme assay, resazurin fluorescence, 20 min; hits give high values; 1 = untreated enzyme, 0 = substrate-free blank | AID 1216 | activation factor at 20 µM;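 active = activation factor of 2 or more at 20 µM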
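Material: human phosphomannose isomerase with PGI, G6PDH, diaphorase coupling enzymes; amount: PMI at 15 ng/mL final; also added: Mannose-6-phosphate 1.0 mM (near-saturating) plus 0.22 mM NADP+; incubation: enzyme reaction with compound 20 min at room temperature; signal: resorufin fluorescence (Ex 544/Em 590 nm) from resazurin via diaphorase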
NF-kB expr up – raises NF-kB expression in human neuronal cells; NF-kB reporter expression; hits give high values; fold change at 12.5 µM; 190,000 compounds, 1.6% hits; AID 1239; in the data active = fold change above about 3.3
TNAP act hiacc – activators of human TNAP at high phosphate acceptor concentration | purified TNAP, CDP-star luminescence, 1 M DEA, 30 min; hits give high values; 0 = EDTA background, 1 = DMSO-only activity | activation factor at 20 µM | 200,000 tested, under 10 active | AID 1136;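 active = activation factor at least 2 at 20 µM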
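Control set: EDTA negative control, DMSO positive control / Assay system: human TNAP / Quantity: TNAP 1/800 final / Evaluation: TNAP activation factor scaled between EDTA and DMSO control wells / Measured by: luminescent substrate turnover signal / Compound dosing: one dose, 20 µM / Times: 30 min enzyme reaction at room temperature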
TNAP inh hiacc – TNAP (human) inhibition, high acceptor; P05186; purified TNAP, CDP-star luminescence, 1 M DEA; inhibition, % at 20 µM; 200,000 compounds, 0.03% hits;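 active = over 50% inhibition of tissue-nonspecific alkaline phosphatase at 20 µM in the single-dose screen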;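 also: plate controls were DMSO wells for no effect and EDTA-quenched wells as full inhibition for full effect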
Numbers without * were called inactive; x = not tested or not shown. Rows were taken by chance, and some 3.6% of all compounds hit somewhere here.

mol,PMI activator,FLuc act counter,FLuc inhib CS,TNAP inh noacc,APP 5'UTR act,bIAP activator,PMI act hi M6P,NF-kB expr up,TNAP act hiacc,TNAP inh hiacc
O=C(Nc1ccccn1)c1ccc(S(=O)(=O)c2ccc(Cl)cc2)cc1,1,1.1,-8,-2,-7,0.9,1,0.85,1,-4
O=C(Nc1cccnc1)c1cnn2cccnc12,1,1,-4,-12,8,0.9,1,1.4,1,-3
O=C(/C=C/c1ccco1)Nc1ccc(-c2nc3ccccc3[nH]2)cc1,1.1,1,-3,-10,-86,0.9,1.1,1.5,1,-4
COc1ccccc1/C=C/C=N/NC(=O)c1ccccn1,1,0.5,47,-62,121,1.1,1,4.6*,1,-2
CCN1CCN(S(=O)(=O)c2ccc(S(=O)(=O)N(CC)Cc3ccccc3)cc2)CC1,0.9,1.1,-7,-5,-6,1.1,0.9,0.84,1,-1
CC(C)(C)c1ccc(-c2cc(N)n[nH]2)cc1,0.9,0.7,32,-5,-61,1.2,0.9,0.58,1,-2
OCCC1CN(C2CCN(c3ccccc3)CC2)CCN1Cc1ccc(F)c(F)c1 (stereo not given),0.8,1,-4,-3,7,1,0.8,1.2,1,-4
Cc1ccnc(NS(=O)(=O)c2ccc(NC(=O)C3CCCCC3C(=O)O)cc2)n1 (stereo not given),0.9,1.1,-5,-17,8,0.9,1,1.9,1,-5
Cc1n[nH]c(=O)n1-c1cccc(C(F)(F)F)c1,1,1,-2,2,-2,1,1,1.1,1,-1
COc1ccc(Cc2noc(-c3ccc(C)cc3)n2)cc1,0.8,1,-4,-3,1,0.9,0.8,1.3,1,1
Cc1ccc(NCc2nnc(SCC(N)=O)o2)c(C)c1,1,1,-3,-8,-2,1,1,1.5,1.1,-5
CCOc1ccc(-n2c(-c3ccccc3)c[n+]3c2CCC3)cc1,1,1,-3,-6,-22,1.1,1.1,0.65,1,-4
COc1ccc(Cl)cc1NC(=S)NN1CCOCC1,1.1,1,-2,-14,0,1.1,1,0.91,1,-5
CC(=O)Nc1ccc2c(COC(=O)CC3Sc4ccccc4NC3=O)cc(=O)oc2c1 (stereo not given),1,1.1,-5,-12,17,1,1,1.1,1,-4
CCCc1cc(=O)n2[nH]c(NCc3cccs3)nc2n1,1,1,-3,-1,-20,1.1,1,0.92,1,-3
Nc1cnn(Cc2ccccc2F)c1,0.8,1.1,-8,-9,25,1,0.6,1,1,0
O=C(NCc1ccc(F)cc1)C1C2C=CC3(CN(Cc4cccnc4)C(=O)C13)O2 (stereo not given),1,1,1,-2,12,1,1.1,1.2,1,4
COc1cccc2c(C)c(C(=O)O)[nH]c12,1.2,1,-2,0,-13,1,1.1,0.39,1,0
COCC(C)NCc1cccc(OC)c1OC (stereo not given),1.1,1.1,-9,15,15,1,1,1.1,1,-5
CN(Cc1ccccc1)C(=O)c1ccco1,x,1.1,-9,-11,0,1,x,1.1,1,-3
O=C(CN1CCOCC1)Nc1scc(-c2ccccc2)c1C(=O)N1CCOCC1,1,1,-4,-11,-1,1,0.9,0.94,1.1,-10
C=C1C(C(=O)Nc2ccc(OCC)cc2)C1C(=O)Nc1ccc(OCC)cc1 (stereo not given),1.1,1.1,-8,-9,-6,1.1,1.1,1.1,1,-2
Cc1ccc(-c2cc(C(=O)N/N=C/c3c[nH]c4ccccc34)n[nH]2)o1,1,0.9,8,11,0,1,1,0.48,1,0
CCCCCC(=O)NNC(=S)NC(C)=O,0.6,1,-4,-70,-8,1.6,0.7,0.86,1,-4
CN(C)N1C(N)=C(C#N)C(c2ccccc2)C2=C1CCCC2=O (stereo not given),0.8,1.1,-8,-3,1,0.9,0.6,1.1,1,-2
CCOC(=O)C(CO)(NC(C)=O)C(=O)OCC,1.1,1,1,-2,-12,1.1,1.1,0.89,1,3
CCn1c(CCNC(=O)c2ccc(C)cc2)nnc1SCc1ccc(Cl)c(Cl)c1,0.9,1,1,-15,4,0.9,1,1.1,1,1
COc1ccc(N2CCC(CNC(=O)Nc3ccc(OC)cc3OC)C2)cc1 (stereo not given),0.6,1,-4,-16,x,0.9,0.4,1.2,1.1,-6
CN(C)C(=O)/C=C\c1cn(-c2ccccc2)nc1-c1ccc2c(c1)OCCO2,0.8,1,0,-6,16,1.1,0.8,1.1,1.1,-6
Cc1ccc(C2NS(=O)(=O)N=C2N)cc1 (stereo not given),0.9,1.1,-8,-8,13,0.9,1,1,1,-4
O=C(Cn1cc2c(n1)CCCCC2)Nc1ccc(F)cc1F,1,1.1,-5,-13,15,0.8,0.9,1.1,1,-2
CCn1c2ccccc2c2cc(NC(=O)COC(=O)C3CCC(=O)N3)ccc21 (stereo not given),1,1.1,-10,-4,-10,0.8,0.9,1.1,1.1,-8
O=C(CSc1nnc(COc2ccccc2)o1)c1ccccc1,1,1.1,-5,-23,17,0.7,1,1.2,1,-4
CCOCC(=O)Nc1nc2ccc(OC)cc2s1,0.8,0.7,32,-4,73,0.8,0.9,3.3,1,0
CCCCOC(=O)C[N+](C)(C)CCOC1CC2CCC1(C)C2(C)C (stereo not given),1,1,-2,-15,24,0.9,1,0.79,1,-4
CCOC(=O)N1CCN(S(=O)(=O)c2cc(-c3nn4c(C)nnc4c4ccccc34)ccc2C)CC1,0.9,1,-4,-10,-11,1,0.9,0.57,1,-4
COc1ccc(C)cc1NC(=O)NNC(=O)C1CCC(C(C)(C)C)CC1 (stereo not given),1,1,-4,-31,4,1,1,0.95,1.1,-8
Cc1cccc(C)c1NC(=O)CSc1nnc(NC(=O)CN2CCOCC2)s1,0.9,1.1,-8,-7,12,0.9,1,1.6,1,-2
COc1ccc(-n2c(=S)[nH]c3cc(C(=O)Nc4cc(OC)c(OC)c(OC)c4)ccc3c2=O)c(OC)c1,1.1,1,-5,-8,8,1.3,1.1,0.47,1,-4
CCOC(=O)C1CCCN(C(=O)c2cc(-c3ccccc3)on2)C1 (stereo not given),0.9,1,2,-3,30,1,0.9,1.1,1,1
Cc1cc(O)ccc1Nc1nc(-c2sc(N)nc2C)cs1,0.9,1,2,6,-1,1,1,1,1,4
COc1ccccc1CC(=O)Nc1ccc([N+](=O)[O-])cc1OC,1,1,-4,-1,-9,1,0.8,0.94,1,-3
COc1ccc(C(=O)/C=C/N(C)C)cc1,1,0.9,8,7,6,0.9,1,1.5,1,1
C/C(=C1\SC(N2CCOCC2)=NC1=O)c1ccccc1,1,1.1,-6,-18,13,1.1,1,2.1,1.1,-6
CC(=O)Nc1ccc(S(=O)(=O)C(C#N)c2nc3ccccc3nc2NCCN2CCOCC2)cc1 (stereo not given),1,1,0,3,2,1.1,1.1,0.93,1,-4
Cc1ccccc1-n1c(=O)[nH]c(=O)c2c(N)c(C(=O)c3ccc(Cl)cc3)sc21,0.8,1.1,-8,-5,-11,0.9,0.9,0.92,1.1,-5
COc1ccc(OC)c(NS(=O)(=O)c2ccc(SC)cc2)c1,0.9,1.1,-6,-6,-4,0.9,0.8,0.96,1,1
CCC(C)(C)NC(=O)CCn1c(-c2ccccc2)cc(C(C)=O)c1C,1,1,0,-10,-13,1,0.9,1,1,-2
O=C(NCC1COc2ccccc2O1)C1CCCN(S(=O)(=O)c2cccc3nsnc23)C1 (stereo not given),0.8,1.1,-10,-5,-8,1,0.8,0.96,1.1,-7
COC(=O)c1cnn(-c2nc3c(C)cccc3s2)c1C,1,1.1,-8,-8,1,0.8,1,2,1,-4
CC(C)(C)C(=O)N1CCCC1C(=O)O (stereo not given),1,1.1,-7,-8,9,0.9,1.1,1.2,1,1
COC(=O)N1CC(C)N(C(=O)OC)CC1C (stereo not given),0.9,1,0,-8,10,1,0.9,1.2,1,-1
O=C(COC(=O)c1cccnc1Nc1ccccc1F)NCc1ccc2c(c1)OCO2,1.2,1.1,-9,-11,-4,1,1.2,0.88,1.1,-10
CCOC(=O)C1CCN(C(=O)c2sc3nc(-c4ccccc4)cn3c2C)CC1,1,1,-3,-13,13,0.9,1,1.4,1,-3
COc1ccccc1/C=C/C(=O)Nc1cccc(C(C)=O)c1,1,0.8,17,-10,26,0.9,1,1,1.1,-6
COc1cc2c(cc1NC(=O)C(C)Sc1ccc(C)cc1)oc1ccccc12 (stereo not given),0.8,1.1,-6,-4,1,0.7,0.8,1,1,-2
CC(C)(C)c1ccc(/C=C/C(=O)N2CCN(c3ncccn3)CC2)cc1,0.9,1,4,-3,-2,0.7,0.8,1,1,-4
COc1ccc(NC(=O)c2ccco2)cc1NC(=O)c1cc2ccccc2o1,1.1,1.1,-9,-10,-6,0.9,0.9,1,1.1,-8
CC(C)(C)OC(=O)CC[C@@H](C(=O)N1CCN(C(=O)OC(C)(C)C)CC1)n1cc(C(Cc2ccc(O)cc2)NC(=O)OC(C)(C)C)nn1 (stereo not given in full),0.9,1,-4,-12,1,1,1,0.47,1.1,-7
COc1ccc(N(CC(=O)Nc2ccccc2F)S(=O)(=O)c2ccc(C)c([N+](=O)[O-])c2)cc1,1,1.1,-6,-6,11,0.9,1,1.2,1.1,-6

Next section:
mol,PMI activator,FLuc act counter,FLuc inhib CS,TNAP inh noacc,APP 5'UTR act,bIAP activator,PMI act hi M6P,NF-kB expr up,TNAP act hiacc,TNAP inh hiacc
COc1ccc(C(=O)Nc2sc(C)c(-c3ccccc3)c2C#N)cc1OC,0.9,1,-2,-5,28,1,0.9,0.71,1,3
Cc1c(C(=O)O)cccc1-n1c(C)cc(/C=N/NC(=O)c2cc3ccccc3o2)c1C,1,0.9,10,38,6,1,0.9,1.1,1,-2
COC(=O)Cc1c(C)c2ccc(OCC(=O)NCc3ccc4c(c3)OCO4)cc2oc1=O,0.9,1,0,-6,18,0.8,1,0.32,1,-3
CCn1c(SCC(=O)Nc2nnc(C)s2)nnc1-c1ccco1,1,1.1,-7,-11,-15,1,1.1,1.1,1.1,-5

Rewritten with values under each structure: 5 of the compounds above.
Results follow in this order: PMI activator	FLuc act counter	FLuc inhib CS	TNAP inh noacc	APP 5'UTR act	bIAP activator	PMI act hi M6P	NF-kB expr up	TNAP act hiacc	TNAP inh hiacc
> CCn1c(SCC(=O)Nc2nnc(C)s2)nnc1-c1ccco1
 : 1	1.1	-7	-11	-15	1	1.1	1.1	1.1	-5
> O=C(NCc1ccc(F)cc1)C1C2C=CC3(CN(Cc4cccnc4)C(=O)C13)O2 (stereo not given)
 : 1	1	1	-2	12	1	1.1	1.2	1	4
> O=C(COC(=O)c1cccnc1Nc1ccccc1F)NCc1ccc2c(c1)OCO2
 : 1.2	1.1	-9	-11	-4	1	1.2	0.88	1.1	-10
> OCCC1CN(C2CCN(c3ccccc3)CC2)CCN1Cc1ccc(F)c(F)c1 (stereo not given)
 : 0.8	1	-4	-3	7	1	0.8	1.2	1	-4
> Cc1ccc(-c2cc(C(=O)N/N=C/c3c[nH]c4ccccc34)n[nH]2)o1
 : 1	0.9	8	11	0	1	1	0.48	1	0
